Source: PubChem BioAssay
NCI-60 one-dose screen, 48 h, at 10 µM unless noted. Numbers give growth in % (100 = growth as untreated, 0 = no growth, -100 = all killed).
EKVX – EKVX NSCLC; 71,000 compounds, 3% hits
MALME-3M – MALME-3M melanoma. 78,000 compounds, 5.8% hits. AID 1794766
HOP-62 – HOP-62 NSCLC | 80,000 compounds, 3.9% hits
M14 – M14 melanoma; 80,000 compounds, 6.2% hits; AID 1794745
HOP-92 – HOP-92 NSCLC cells | 71,000 compounds, 6.3% hits | AID 1794738
A549/ATCC – A549/ATCC NSCLC | 81,000 compounds, 3.7% hits | AID 1794740
UACC-257 – UACC-257 melanoma. 78,000 compounds, 4.4% hits. AID 1794764
UACC-62 – UACC-62 melanoma; 81,000 compounds, 5.4% hits
Active calls of the source: *; / = no result given. Rule for the calls: active = growth percent below 10; inactive = the rest.

Structure | EKVX | MALME-3M | HOP-62 | M14 | HOP-92 | A549/ATCC | UACC-257 | UACC-62
C[C@@H]1CC[C@@]2(OC1)O[C@H]1C[C@H]3[C@@H]4CC=C5C[C@@H](O[C@@H]6O[C@H](CO)[C@@H](O[C@@H]7O[C@@H](CO)[C@H](O)[C@H]7O)[C@H](O)[C@H]6O[C@@H]6O[C@@H](C)[C@H](O)[C@@H](O)[C@H]6O)CC[C@]5(C)[C@H]4CC[C@]3(C)[C@H]1[C@@H]2C | -67* | -92* | 6.6* | -93* | -67* | -97* | -94* | -98*
CCOc1nc(-c2ccccc2)cc2c(O)c(C(=O)N/N=C/c3ccccc3)[nH]c(=O)c12 | 96 | 136 | 115 | 118 | 107 | 114 | 101 | 103
C#CCn1c(-c2cc(OC)c(OC)cc2Br)nc(-c2ccccc2)c1-c1ccccc1 | 37 | 29 | 73 | 16 | 42 | 31 | 59 | 40
N=C(N)c1ccc(OCCCCCOc2ccc(C(=N)N)cc2)cc1 | 45 | 30 | 60 | 59 | 72 | 39 | 34 | 46
Cc1cc(Cl)ccc1NC(=O)N1c2ccccc2SC12CCCC2 | / | 102 | 98 | 100 | 89 | 93 | 104 | 77
COc1ccc(-c2csc(/N=C3\C(=O)Nc4ccc(C)cc43)n2)cc1 | 98 | 109 | 89 | 95 | / | 75 | 79 | 93
CN(C)c1ccc(/C=C/C(=O)c2ccc(NC(=O)N3CCN(c4cc5c(cc4F)c(=O)c(C(=O)O)cn5C4CC4)CC3)cc2)cc1 | 92 | 98 | 93 | 97 | 72 | 106 | 101 | 80
COc1cccc(NC(=O)Nc2ccc(Oc3ncnc4[nH]c(C)c(C)c34)cc2)c1 | 102 | 114 | 98 | 100 | 110 | 80 | 98 | 74
COc1cc(NC(=O)Nc2ccc3c(ccn3C(=O)c3cccc(F)c3)c2)cc(OC)c1 | 91 | 99 | 79 | 86 | 27 | 86 | 86 | 92
CCN(CC)c1ccc(/C=N/Nc2nc(-c3ccc(Br)cc3)cs2)c(O)c1 | 91 | 53 | 110 | 54 | 104 | 91 | 92 | 77
CCOC(=O)C(=O)Cc1nc(OCc2ccccc2)cc(OCc2ccccc2)n1 | 107 | / | 106 | 108 | 62 | 94 | 104 | 105
CN(C)c1ccc(/C=C2\S/C(=N\N=C(c3ccccc3)c3ccccc3)NC2=O)cc1 | 94 | 98 | 93 | 89 | 78 | 84 | 84 | 87
CCOC(=O)c1c(C)oc2cc3c(C(=O)OCC)c(C)oc3cc12 | 101 | 105 | 85 | 108 | 94 | 88 | 99 | 96
CCN(CC)CC(O)c1cc(-c2ccc(Cl)cc2)nc2c(C)c(Cl)ccc12 (stereo not drawn) | -63* | -64* | -100* | -98* | -47* | -86* | -81* | -92*
CC(C)CN1C(=O)/C(=C\C(=O)c2cc3ccccc3oc2=O)c2ccccc21 | 95 | 59 | 98 | 85 | 104 | 109 | 106 | 83
CC(C)Sc1nc(N)nc2c1ncn2C1OC(CO)C(O)C1O (stereo not drawn) | / | 95 | 100 | 107 | 91 | 97 | 93 | 96
CCOC(=O)c1c2c(n3ccc(NC(=O)CCN(CC)CC)cc13)C(=O)c1ncccc1C2=O | 71 | 77 | 31 | 50 | 82 | 36 | 57 | 51
COc1ccc(/C=C2\CN(C)CC3C2=NN(c2ccc(S(N)(=O)=O)cc2)C3c2ccc(OC)c(OC)c2)cc1OC (stereo not drawn) | / | 106 | 92 | 95 | 90 | 90 | 94 | 81
CCO/C=N/C1=C(C#N)C(c2ccc(Cl)cc2)c2c(c3ccc(C)cc3[nH]c2=O)O1 (stereo not drawn) | 70 | 82 | 71 | 87 | 51 | 90 | 97 | 68
O=Cc1cc(Br)cc(Br)c1O | 119 | 133 | 116 | 112 | / | 100 | 105 | 106
CN(C)c1ccc(/C=C/C(=O)c2ccccc2)cc1Br | 99 | 70 | / | 96 | 100 | 92 | 107 | 85
COc1cc(CC(=O)O)ccc1OC(C)=O | 104 | 93 | 96 | 103 | 106 | 90 | 100 | 107
C=CCNC(=S)NNc1nc(C)cc(=O)[nH]1 | 99 | 103 | 112 | 110 | 98 | 93 | 103 | 99
NC(=NCCCOc1ccc(Cl)cc1)Nc1ccc(Cl)cc1 | 44 | -21* | 34 | -36* | 22 | 24 | 6.2* | /
Nc1ccccc1SC1CC(=O)N(c2cccc(Cl)c2)C1=O (stereo not drawn) | / | 86 | 100 | 102 | / | / | / | 84
CC[C@H](C)[C@H](NC(=O)[C@H](CCCNC(=N)N)NC(=O)[C@H](Cc1c[nH]c2ccccc12)NC(=O)[C@@H](NC(=O)[C@H](CCCCN)NC(=O)[C@H](CCCCN)NC(=O)[C@@H](NC(=O)[C@@H](NC(=O)[C@@H](NC(=O)[C@H](CCCCN)NC(=O)[C@H](Cc1ccccc1)NC(=O)[C@H](CCCCN)NC(=O)[C@H](CCCCN)NC(=O)[C@H](Cc1ccccc1)NC(=O)[C@@H](NC(=O)[C@@H](N)CCCCN)[C@@H](C)CC)[C@@H](C)O)[C@@H](C)CC)[C@@H](C)CC)C(C)C)C(=O)N[C@@H](Cc1ccccc1)C(=O)NCC(=O)N[C@@H](CCCNC(=N)N)C(=O)N[C@@H](Cc1ccccc1)C(N)=O | -71* | -64* | -42* | -18* | -20* | -41* | 47 | -66*
CCOC(=O)C(Cc1ccc(O)c([N+](=O)[O-])c1)N1C(=O)c2ccccc2C1=O (stereo not drawn) | 105 | 89 | 117 | 109 | / | 108 | 108 | 102
N#CC(C#N)N=Nc1ccc(S(=O)(=O)N=C(N)N)cc1 | 97 | 97 | 101 | 106 | 92 | 102 | 99 | 95
C=CCC(CCC(CC=C)C(=O)OCC)C(=O)OCC (stereo not drawn) | / | 96 | 103 | 102 | / | 106 | 113 | 101
O=c1cc(CC(O)(C(F)(F)Cl)C(F)(F)Cl)[nH]n1-c1ccccc1 | 101 | 102 | 105 | 102 | 85 | 96 | 95 | 85

Retrieved by compound from the entries so far, 2 records:
Structure | EKVX | MALME-3M | HOP-62 | M14 | HOP-92 | A549/ATCC | UACC-257 | UACC-62
CN(C)c1ccc(/C=C2\S/C(=N\N=C(c3ccccc3)c3ccccc3)NC2=O)cc1 | 94 | 98 | 93 | 89 | 78 | 84 | 84 | 87
Cc1cc(Cl)ccc1NC(=O)N1c2ccccc2SC12CCCC2 | / | 102 | 98 | 100 | 89 | 93 | 104 | 77

Additional structures.
Structure | EKVX | MALME-3M | HOP-62 | M14 | HOP-92 | A549/ATCC | UACC-257 | UACC-62
COc1ccc(-c2cc(-c3ccc(C)cc3)nc(NC(=O)c3cccnc3)n2)cc1 | 101 | 120 | 115 | 118 | 105 | 104 | 120 | 86
Ic1ccc(OCCCCn2ccnc2)cc1 | 62 | 1.9* | 72 | 50 | 35 | 78 | 64 | 41
Cn1ccnc1C(=O)/C=C/c1ccc(CC(=O)Nc2c(F)c(F)c(F)c(F)c2F)cc1 | 87 | 100 | 86 | 86 | 88 | 72 | 96 | 76
COC1NC(Cl)=C(C#N)C(C#N)(C#N)C1(C)C (stereo not drawn) | 86 | 146 | / | 59 | 97 | 109 | 102 | 99
CCOC(=O)c1c(NCC(=O)Nc2ccc(Cl)cc2[N+](=O)[O-])sc2c1CCCC2 | 91 | 103 | 83 | 104 | / | 96 | 104 | 92
Oc1cccc2ccc(-c3ccccc3)nc12 | 65 | / | 92 | 106 | / | 92 | 122 | 91
COc1ccc(-c2nc(N=Nc3c(O)[nH]c4ccc(Br)cc34)nc(N3CCOCC3)c2C#N)cc1 | 105 | 98 | 94 | 106 | 93 | 102 | 102 | 104
Nc1ccc(-c2cc3c(Nc4ccc(OCc5cccc(F)c5)c(Cl)c4)ncnc3s2)cc1 | 22 | 42 | 62 | 52 | 46 | 21 | 18 | 56
CC(=O)Nc1cccc(-c2nc3ccccc3n2Cc2ccc(Cl)cc2)c1 | 89 | 98 | 95 | 98 | 81 | 82 | 88 | 65
O=COC1CCCCCC1 | / | 103 | 111 | 98 | 98 | 94 | 98 | 104
COc1ccc(Oc2c(OC)cc([N+](=O)[O-])c3ncccc23)cc1 | 95 | 107 | 88 | 106 | 72 | 96 | 99 | 91
COc1ccc(N)cc1S(=O)(=O)O | 96 | 119 | 88 | / | 95 | 107 | 99 | 89
Cc1cccc(Nc2nc(-c3c(C)nc4ncccn34)cs2)c1 | / | 86 | 97 | 61 | 17 | 59 | 58 | 57
O=C(/C=C/c1ccncc1)N1CCc2ccc([N+](=O)[O-])cc2C1 | 97 | 91 | 99 | 113 | 85 | 103 | 103 | 97
Fc1ccc(Nc2nnc(-c3cc(F)c(F)c(F)c3)o2)cc1 | 102 | 104 | 103 | 113 | 119 | 94 | 103 | 90
N#CC1(C#N)C2CCCCC2(/C=N/Nc2ccccc2)C1(C#N)C#N (stereo not drawn) | 99 | 100 | 87 | 96 | 94 | 111 | 103 | 90
O=C(Nc1ccccc1)C(CCCCN1C(=O)c2ccccc2C1=O)N1C(=O)c2ccccc2C1=O (stereo not drawn) | 105 | / | 109 | 105 | 77 | 98 | 106 | 99
N#CC(C#N)C(C#N)c1ccc(Cl)c(Cl)c1 (stereo not drawn) | / | 80 | / | 106 | 92 | 103 | 100 | 86
O=C(NNC(=S)Nc1ccc(C(=O)O)c(O)c1)c1ccncc1 | 105 | 104 | 105 | 100 | 96 | 109 | 112 | /
CC(C)=NNc1nc2ccccc2s1 | 94 | 98 | 86 | 100 | 95 | 90 | / | 103
Cc1cn2c(-c3ccc(Br)cc3)cnc2s1 | 93 | 110 | 100 | 107 | 109 | 95 | 107 | 90
COc1cc(OC)c2c(=O)c3c([C@H]4c5c(OC)c(O)c6oc7cc(OC)cc(OC)c7c(=O)c6c5[C@@H]5C=C(C)CC(C)(C)[C@H]45)cc(OC)c(O)c3oc2c1 | 65 | 117 | 77 | 81 | 68 | 66 | 85 | 72
Nc1c(C(=O)Nc2ccccn2)sc2nc3c(cc12)C(=O)CCC3 | 34 | 58 | 41 | 18 | 87 | 18 | 70 | 35
COc1cc(/C=C/c2c(C(=O)O)cccc2[N+](=O)[O-])cc(OC)c1OC | / | 98 | 105 | 97 | 99 | 97 | 96 | 109
O=C1CCC(Nc2ccc(F)cc2)N1 (stereo not drawn) | 113 | 106 | 103 | 111 | 109 | 94 | 100 | 87
CCCCN(CCCC)C1CCCC(OC(=O)NC)C1 (stereo not drawn) | 97 | 110 | 102 | 110 | 86 | 95 | 95 | 86
COc1cccc(/C=C2\CCc3ccccc3C2=O)c1 | 88 | 81 | 88 | 90 | 64 | 85 | 81 | 80
CCCCCCNC(=O)Oc1ccc(/C(=C(\C)c2ccc(Cl)cc2)c2ccc(OCCN3CCCCC3)cc2)cc1 | 53 | 32 | 69 | -33* | 48 | 49 | 19 | 54
Clc1ccccc1-c1nnc2c(Cc3ccccc3)nc3ccccc3n12 | 52 | 96 | 83 | 96 | 50 | 75 | 101 | 64
CCCCc1cn(CC(=O)Nc2nc3ccccc3s2)nn1 | 112 | 93 | 102 | 101 | 114 | 107 | 106 | 99

Whole records as entered above. Values in the order: EKVX, MALME-3M, HOP-62, M14, HOP-92, A549/ATCC, UACC-257, UACC-62
CCCCN(CCCC)C1CCCC(OC(=O)NC)C1 (stereo not drawn) is entered as 97, 110, 102, 110, 86, 95, 95, 86
O=C(/C=C/c1ccncc1)N1CCc2ccc([N+](=O)[O-])cc2C1 is entered as 97, 91, 99, 113, 85, 103, 103, 97
CCCCCCNC(=O)Oc1ccc(/C(=C(\C)c2ccc(Cl)cc2)c2ccc(OCCN3CCCCC3)cc2)cc1 is entered as 53, 32, 69, -33*, 48, 49, 19, 54
COc1ccc(N)cc1S(=O)(=O)O is entered as 96, 119, 88, /, 95, 107, 99, 89
Ic1ccc(OCCCCn2ccnc2)cc1 is entered as 62, 1.9*, 72, 50, 35, 78, 64, 41
